TGFb SMAD3 inh: blocks TGF-b signaling. HepG2 CAGA-GFP TGF-b/SMAD3 reporter, GFP fluorescence, 18 h; TGF-beta stimulated, 500 pg/mL final. Potency, µM (series often up to 46.1 µM), without a hit: at the highest dose activity, negative = inhibition, most hits filed as inhibitors. 1.2% of 410,000 active; also: potency is read from the fitted curve at half-maximal effect; % is scaled to controls: 0 for no effect and ±100 for the full control effect; nearly all actives have a fitted effect of over 65% in size
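Per well, imaged GFP fluorescence of HEPG2 CAGA-GFP cells gives the signal; cells get compound, then TGF-beta (500 pg/mL final), 18 h at 37 degrees C; %Activity versus -TGF-beta and +DMSO controls.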
A549 tox: kills or reduces viability of A549 cells in Nrf2 counter-screen; Potency, µM (top dose mostly 46 µM), for the others: top-dose activity change, negative = cytotoxicity, hits mostly inhibitors; A549 ARE-Fluc cells, CellTiter-Fluor viability, 18-24 h; 0.16% of 390,000 active; also: potency is read from the fitted curve at half-maximal effect; % is scaled to controls: 0 for no effect and ±100 for the full control effect
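Cytotoxicity counterscreen: CellTiter-Fluor fluorescence was measured in A549 ARE_Fluc cells after 18-24 h of compound exposure in a concentration series. The subsequent BugLite luminescent read reports ARE-luciferase activity.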
Nrf2 block: inhibitors of Nrf2 signaling; Potency, µM (top dose mostly 46 µM), for the others: at the top dose activity change, negative = inhibition, actives largely listed as inhibitors; 2.1% of 360,000 active; AID 504444; A549 ARE-Fluc reporter, luciferase luminescence, 18-24 h; also: potency is read from the fitted curve at half-maximal effect; % is scaled to controls: 0 for no effect and ±100 for the full control effect; nearly all actives have a fitted effect of over 60% in size
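Nrf2 activity is the BugLite luminescence, read 15 min after reagent at room temperature, following CellTiter-Fluor cytotoxicity readout (30 min, 37C). Compound titrations were applied for 18-24 h to 5000 A549 ARE_Fluc cells/well in 5% FBS OPTI-MEM.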
ATXN viability: reduces viability in counter-screen for ATXN expression inhibitors. Potency, µM (doses to about 56.7 µM), most hits filed as cytotoxic. S2 cells (HEK-293 line with an ATXN2-luciferase reporter) viability, CellTiter-Fluor protease fluorescence, 24 h. 0.49% of 400,000 active; also: potency is read from the fitted curve at half-maximal effect; nearly all actives have a fitted effect of over 40% in size
CCT modulator: modulators of cytosolic chaperonin (CCT/TRiC) activity; purified chaperonin ATPase assay, HTRF ADP detection, 30 min; activity change, % (test concentration not listed), hits read low; 0.3% of 360,000 active; AID 651819; in the data active = activity change below about -30%; also: % is scaled to controls: 0 for no effect and ±100 for the full control effect
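TRiC at 40 or 20 nM final (batch-dependent) in 30 mM Tris pH 7.4, 100 mM KCl, 5 mM MgCl2, 1 mM DTT, with compound at single 76 uM and 10 uM ATP, 30 min at 37 deg C. ADP detected by HTRF Transcreener, 665/615 ratio.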
Mm-Cpn inhibitor: M. maripaludis TRiC chaperonin inhibition. purified Mm-Cpn ATPase, ADP Transcreener TR-FRET. 0.031% of 330,000 active. AID 504842. Potency, µM (highest dose often 76.9 µM), inactives show top-dose activity, negative = inhibition, most hits filed as inhibitors; also: potency is read from the fitted curve at half-maximal effect; % is scaled to controls: 0 for no effect and ±100 for the full control effect; nearly all actives have a fitted effect of over 80% in size
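Compound-treated chaperonin, 25 nM final, turns over 10 uM ATP at 37°C for 30 min following a 10 min preincubation; ADP generated competes with ADP-d2 for Eu-cryptate antibody, lowering FRET.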
Nrf2 activator: activators of Nrf2 (ARE) signaling; AREc32 ARE-luciferase reporter (MCF7-derived line), luminescence, 24 h; Potency, µM (top dose mostly 46.1 µM), for the others: at the highest dose activation, hits mostly activators; 0.31% of 410,000 active; AID 624171; also: potency is read from the fitted curve at half-maximal effect; % of control where 0% means no effect; nearly all actives have a fitted effect of over 65% in size
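Each well held 1000 AREc32 cells, which were incubated with compound for 24 hr at 37 deg C after overnight attachment, and ARE reporter activity was quantified by firefly luciferase luminescence.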
HepG2 viability: counter-screen for TGF-b inhibitors: cytotoxicity in HepG2 cells | HepG2 CAGA-GFP viability, ATP luminescence, 18 h | Potency, µM (series often up to 46.1 µM), for inactives: at the top dose activity change, negative = cytotoxicity, hits mostly cytotoxic | 0.76% of 410,000 active | AID 588856; also: potency is read from the fitted curve at half-maximal effect; some results filed as inactive show a strong effect at the top dose
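CellTiter-Glo luminescence gave cytotoxicity after 18 hours at 37 degrees C. The cells were HepG2 CAGA-GFP in 1% FBS DMEM, stimulated with 500 pg/mL TGF-beta after compound addition. %Activity was normalised to no-cell wells (complete cell-killing) and DMSO (no toxicity), and curves were fitted and classified.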
pAkt inh: blocks phosphorylation of Akt; 0.32% of 360,000 active; Neuro2A IGF-stimulated pAkt S473 HTRF, 20 min; stronger effect = lower value; AID 651550; activity change, % for hits at 50 µM; in the data active = activity change below about -80%; inconclusive = mostly about -51% to -80%; also: % is scaled to controls: 0 for no effect and ±100 for the full control effect
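Neuro2A cells (4,500/well, DMEM with 0.5% FBS) were treated with compound at a single 50 µM final concentration, stimulated with 6 nM IGF for 20 min at 37 °C, and lysed. Phospho-Akt Ser473 was read by HTRF as 665/615 ratio ×10^4.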
* = called active by the depositor; i = inactive; ? = inconclusive; / = no result given; & = joins results of further samples; [ ] = remark or other dose. Unless noted, calls follow the shape of the dose curve; as a rule, active = well fitted curve in the direction sought with a large enough effect; inconclusive = small, poorly fitted or top-dose-only effect, or another doubt; inactive = no such curve, though single readings can be large; an effect the other way counts as inactive or inconclusive.

SMILES | TGFb SMAD3 inh | A549 tox | Nrf2 block | ATXN viability | CCT modulator | Mm-Cpn inhibitor | Nrf2 activator | HepG2 viability | pAkt inh
Cc1ccc(S(=O)(=O)Nc2cncnc2NS(=O)(=O)c2ccc(C)cc2)cc1 | 15% | 10% | 4% | i | -2.7 | / | -0.7% | -6% | i
O=C(NCCS(=O)(=O)NC1CCCCC1)c1ccccc1 | 4% | 0% | 9% | i | -1.9 | -3% | 1.3% | 12% | i
Cc1ccc(-n2nc3c(=O)n(CC(=O)NCc4cccs4)nc(C)c3c2C)cc1 | -1% | -7% | 7% | i | -2.3 | 0% | -0.7% | -2% | i
CC1CCN(S(=O)(=O)c2ccc3c(c2)oc(=O)n3CC(=O)NCc2ccc(F)cc2)CC1 | ? | -11% | ? | ? | / | / | -0.3% | -27% | /
CSc1ccc(NC(=O)NCc2ccccc2)cc1 | 2% | -13% | 1% | i | 0.0 | -1% | -0.1% | -35% | i
COc1cc2c(cc1OC)CN(C(=O)c1cc(COc3ccccc3SC)on1)CC2 | -9% | / | / | i | 1.6 | / | 2.1% | -23% | i
COc1ccc2c(c1)C(c1ccccc1)NC(=O)C2 (configuration not stated) | -15% | 2% | -16% | i | -0.7 | 2% | 0.7% | 11µM* | i
Cc1[nH]c2ccccc2c1SCC(=O)N1CCN(c2ccccc2)CC1 | 5% | 4% | -9% | i | -0.1 | 0% | 0.1% | 1% | i
O=C(O)C1CCCN1S(=O)(=O)c1ccc2c(c1)CCC2 (configuration not stated) | 2% | 10% | -1% | i | -0.6 | -3% | -0.6% | -25% | i
CC(C(=O)NC1CCCC1)N(c1ccc(Oc2ccccc2)cc1)S(C)(=O)=O (configuration not stated) | -10% | 4% | -11% | i | -0.2 | -7% | 0.2% | 2% | i
COC(=O)CCC(=O)Nc1nccs1 | 3% | 3% | 3% | i | -5.4 | 1% | -0.7% | -2% | i
COc1ccc(NC(=O)C(NC(=O)C2CCC(C)CC2)C(C)C)cc1 (configuration not stated) | -5% | 2% | -5%[9.27 µM] | i | / | / | 4.9% | -26% | /
CCCCn1c(-c2nn(C)cc2Cl)n[nH]c1=S | -4% | -9% | -8% | i | 0.2 | -1% | -0.1% | 16% | /
CC(CC(=O)Nc1ccc2c(c1)c(=O)n(C)n2Cc1ccc(F)cc1)c1ccccc1 (configuration not stated) | -3% | / | / | i | 0.0 | / | 0.4%[9.22 µM] | -7% | i
COc1ccc(NC(=O)Nc2ccon2)cc1OC | 2% | -3% | 6% | i | -1.4 | 1% | -0.3% | 4% | i
CCOc1ccc(CNC(=O)C2CCCN(S(C)(=O)=O)C2)cc1OC (configuration not stated) | -2% | 4% | 10% | i | 0.6 | 1% | 0.2% | 0% | i
Cc1cc(SCC(=O)NCc2ccc(F)cc2)nc(=O)[nH]1 | -14% | -11% | / | i | / | / | -0.3% | -18% | /
Cc1ccc2nc(COC(=O)c3cnccn3)cc(=O)n2c1 | 1% | -3% | 20% | i | -1.5 | 0% | -1.6% | -2% | i
COc1ccc(C(=S)N2CCN(c3ccccc3C)CC2)cc1OC | -13% | 0% | 4% | i | -7.6 | / | 0.3% | -1% | i
CC(=O)Nc1ccc(SCC(=O)Nc2oc(C)c3c(C)n[nH]c(=O)c23)cc1 | -1% | 1% | -8% | i | 1.2 | -3% | 2.6% | -13% | i
CCN(CC(=O)Nc1c(F)cccc1F)C(=O)CCc1nc2cc(S(=O)(=O)N3CCOCC3)ccc2n1C | ? | -13% | -16% | i | -1.0 | -4% | -0.5% | -3% | i
CCc1ccc(S(=O)(=O)Nc2cc3c(cc2N2CCOCC2)n(C)c(=O)c(=O)n3C)cc1 | 22%&-9% | 1%&0% | ? | i | -0.7 | -3% | -0.8%&3.4% | -5%&-39% | i
COCCNC(=O)C(=O)NCC(c1ccc2c(c1)OCO2)N1CCOCC1 (configuration not stated) | 6% | 9% | / | / | / | / | 0.0% | 0% | /
CC(=O)N/C(=C\c1ccccc1)C(=O)OCc1cc(C)ccc1C | 0% | -8% | -11% | i | -2.6 | ? | 0.1% | -6% | i
O=C(O)c1cccc(N(CCO)CCO)c1 | 3% | 2% | -5% | i | -1.6 | -3% | -0.4% | -4% | i

The listing continues:
SMILES | TGFb SMAD3 inh | A549 tox | Nrf2 block | ATXN viability | CCT modulator | Mm-Cpn inhibitor | Nrf2 activator | HepG2 viability | pAkt inh
COc1ccc(NC(=O)c2cccc(N3C(=O)C4C5CCC(C5)C4C3=O)c2)cc1 (configuration not stated) | -9% | -6% | ? | ? | -0.2 | -13% | 0.3% | -4% | i
O=C(Cn1c(=O)c2c(ncn2Cc2ccccc2)n(Cc2ccccc2)c1=O)N1CCc2ccccc21 | -8% | -4% | ? | i | -0.4 | 1% | 0.0% | 2% | i
COc1ccc(NCc2cc3cc4c(cc3n(CC(=O)Nc3ccc(C)cc3C)c2=O)OCO4)cc1 | -14% | -9% | 0% | ? | / | / | 0.1% | -9% | /
COc1cccc(OCC(=O)NC2CCCCCC2)c1 | -19% | -6% | ? | i | -1.1 | -4% | 0.8% | -17% | i
COc1ccc2c(-c3ccc(S(N)(=O)=O)cc3)c(-c3ccc(S(C)(=O)=O)cc3)sc2c1 | -32% | -13% | ? | i | -1.2 | ? | 7.6% | -34% | i
O=C(c1nc2ccccn2c1CNCCCn1ncc2ccccc21)N1CCOCC1 | -6% | 0% | ? | i | -0.3 | 2% | -0.6% | -1% | i
O=C1NC2(CCCCC2)N=C1c1ccc(Br)cc1 | 1% | 4% | 12% | i | 0.9 | 1% | -0.4% | -2% | i
Cc1ccc(NC(=O)c2csc(-c3ccccc3)c2C)cc1 | 0% | -18% | ? | ? | 0.7 | -2% | 0.2% | -32% | i
Cn1c(=O)c2c(nc(N3CCCCCC3)n2CCSc2nc3ccccc3o2)n(C)c1=O | 0% | -17% | -11% | i | -1.2 | 1% | -0.4% | -2% | i
CC1CCCCN1CC(=O)Nc1sccc1C#N (configuration not stated) | 0% | 8% | 12% | i | 1.4 | 1% | -0.3% | 0% | i
CC(=O)CC1(O)C(=O)Nc2ccccc21 (configuration not stated) | 6% | 1% | -3% | i | -2.4 | 1% | -0.2% | -5% | i
C[C@H](NC(=O)c1ccc(Cl)cc1)C(=O)OCn1nnc2ccccc2c1=O | 2% | -2% | 2% | / | -1.1 | 1% | 0.0% | 0% | i
COc1ccc(-c2nc(C)c(CCNC(=O)c3cccc(C)c3)s2)cc1OC | 1% | -16% | / | ? | / | / | 4.6% | -18% | /
COCc1c(C(=O)OCC(=O)N2c3ccccc3NC(=O)C2(C)C)oc2ccccc12 | 19% | 0% | ? | i | -0.6 | ? | -0.3% | -22% | i
O=C(CN1C(=O)S/C(=C\c2ccccc2Cl)C1=O)NC1C=CS(=O)(=O)C1 (configuration not stated) | 14% | -8% | 0% | i | 1.7 | -1% | ? | -10% | i
Cc1ccc(C23CC4CC(CC(C(=O)NC(C)C(=O)O)(C4)C2)C3)cc1 (configuration not stated) | -8% | 0% | -6% | i | -0.7 | 3% | 0.0% | -10% | i
COc1ccc(OCC(=O)Nc2cc(NC(=O)COc3ccc(OC)cc3)cc(C(=O)O)c2)cc1 | -5% | -11% | -6% | i | -6.4 | 2% | 2.0% | -14% | i
COc1cccc(NC(=O)CN(c2ccc(C)cc2)S(=O)(=O)c2c(C)nn(C)c2C)c1 | -5% | 2% | 7% | i | -0.5 | 2% | 0.5% | -1% | i
CC1(C(=O)NS(=O)(=O)C2CC2)CCCN(C(=O)c2cccc(Cl)c2)C1 (configuration not stated) | 6% | / | / | i | 1.8 | / | 0.0%[9.22 µM] | 2% | i
COc1ccc(CCN(C)Cc2nc(Cc3ccc(OC)c(OC)c3)no2)cc1OC | ? | 4% | ? | i | -1.0 | -1%[15.4 µM] | -0.2% | 3% | i
CC1(C(=O)NCCC(F)(F)F)Cc2c(-c3cccc(C(F)(F)F)c3)ccnc2O1 (configuration not stated) | -17% | / | / | ? | 1.2 | / | -0.2% | -11% | i
Cc1cccc(NC(=O)CN2C(=O)CSc3ccc(S(=O)(=O)N4CCCC4)cc32)c1C | -8% | -13% | -9% | / | / | / | 0.7% | -21% | /

Grouped by structure: those above with an aryl thioether with sulfur outside any ring
SMILES | TGFb SMAD3 inh | A549 tox | Nrf2 block | ATXN viability | CCT modulator | Mm-Cpn inhibitor | Nrf2 activator | HepG2 viability | pAkt inh
CSc1ccc(NC(=O)NCc2ccccc2)cc1 | 2% | -13% | 1% | i | 0.0 | -1% | -0.1% | -35% | i
COc1cc2c(cc1OC)CN(C(=O)c1cc(COc3ccccc3SC)on1)CC2 | -9% | / | / | i | 1.6 | / | 2.1% | -23% | i
Cc1[nH]c2ccccc2c1SCC(=O)N1CCN(c2ccccc2)CC1 | 5% | 4% | -9% | i | -0.1 | 0% | 0.1% | 1% | i
Cc1cc(SCC(=O)NCc2ccc(F)cc2)nc(=O)[nH]1 | -14% | -11% | / | i | / | / | -0.3% | -18% | /
CC(=O)Nc1ccc(SCC(=O)Nc2oc(C)c3c(C)n[nH]c(=O)c23)cc1 | -1% | 1% | -8% | i | 1.2 | -3% | 2.6% | -13% | i
Cn1c(=O)c2c(nc(N3CCCCCC3)n2CCSc2nc3ccccc3o2)n(C)c1=O | 0% | -17% | -11% | i | -1.2 | 1% | -0.4% | -2% | i

Screening data: PubChem, National Center for Advancing Translational Sciences (NCATS)
